# Tb PGK inh: blocks T. brucei phosphoglycerate kinase; Potency, µM (top dose mostly 57.5 µM), inactives show top-dose activity change, negative = inhibition, hits mostly inhibitors; P07378; AID 602233; actives 0.043% (n = 380,000); PGK/GAPDH coupled, Kinase-Glo luminescence, 60 min; note: potency is the fitted concentration of half-maximal effect; % is set by controls: 0 for no effect and ±100 for the full control effect; nearly all actives have a fitted effect of over 60% in size
#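 Luminescent ATP detection (Kinase-Glo Plus) follows a 60-minute room-temperature incubation, with wells lacking PGK as controls. Buffer: 100 mM TEA (pH 7.6), 5 mM MgCl2, 0.01% Tween-20. Coupling enzyme GAPDH (100 nM final) supplies unstable 1,3-BPG in-well.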
# PI4K2A inh: inhibitors of human PI4K2A | Q9BTU6 | purified PI4K2A, ADP-Glo luminescence, 1 h; hits give low values | activity change, negative = inhibition, % at 76.9 µM | actives 0.13% (n = 420,000) | AID 1346378; in the data active = activity change below about -50%; inconclusive = mostly about -30% to -49%;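 note: -100% = wells without enzyme as full effect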
#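 PI4K2A activity was measured by ADP-Glo luminescence: enzyme (4 ug/mL stock) and phosphatidylinositol (1.2 mM stock) in Tris pH 7.5/MgCl2/EGTA/Triton X-100 buffer were reacted with ATP (300 microM stock) for one hour at ambient temperature.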
# GLS inh: inhibitors of human glutaminase (GLS); O94925; actives 0.21% (n = 410,000); AID 624170; Potency, µM (titrated, usually from 45.5 µM), without a hit: top-dose activity change, negative = inhibition, usual class: inhibitors; GLS enzymatic activity, qHTS titration; note: potency is the fitted concentration of half-maximal effect; % is set by controls: 0 for no effect and ±100 for the full control effect
# Target sequence (O94925 whole entry, looked up): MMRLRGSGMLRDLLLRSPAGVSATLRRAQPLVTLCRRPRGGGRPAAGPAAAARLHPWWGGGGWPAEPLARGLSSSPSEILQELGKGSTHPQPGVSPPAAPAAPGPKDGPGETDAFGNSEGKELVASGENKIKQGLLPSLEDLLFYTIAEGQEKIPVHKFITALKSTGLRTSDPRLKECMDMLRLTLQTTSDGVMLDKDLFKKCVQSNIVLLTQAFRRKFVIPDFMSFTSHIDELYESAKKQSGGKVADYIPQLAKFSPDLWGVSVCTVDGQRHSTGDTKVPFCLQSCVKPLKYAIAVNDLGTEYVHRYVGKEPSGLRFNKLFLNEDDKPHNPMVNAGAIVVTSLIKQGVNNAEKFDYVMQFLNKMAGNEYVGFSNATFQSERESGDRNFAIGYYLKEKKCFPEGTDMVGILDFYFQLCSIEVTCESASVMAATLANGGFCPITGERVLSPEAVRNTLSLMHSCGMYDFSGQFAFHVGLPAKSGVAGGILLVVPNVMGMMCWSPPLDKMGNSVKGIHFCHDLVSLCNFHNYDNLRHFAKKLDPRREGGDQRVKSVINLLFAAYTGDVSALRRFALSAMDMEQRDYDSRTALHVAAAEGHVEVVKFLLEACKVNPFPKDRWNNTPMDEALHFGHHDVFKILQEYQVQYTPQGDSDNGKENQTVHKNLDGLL
#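 Glutamate formation by hKGA was monitored fluorometrically using coupled glutamate oxidase, HRP and Amplex Red. Substrate was added as 1 mM L-glutamine solution; incubation was 30 min at RT after an initial read.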
# Pin1 inhibitor: blocks the human prolyl isomerase Pin1; Q13526; Pin1 FP peptide displacement, HiFluor488, 10 min; Potency, µM (titrated, usually from 115 µM), for inactives: top-dose activity, negative = inhibition, usual class: inhibitors; actives 0.009% (n = 390,000); active = well fitted inhibition curve with a large enough effect in the polarisation, with a control signal flat, not every such curve was filed as active; inconclusive = small, poorly fitted or top-dose-only effect, or effect the other way, or a change in a side signal; inactive = no such curve, though single readings can be large or run the other way; the % refers to the polarisation; note: potency is the fitted concentration of half-maximal effect; % is set by controls: 0 for no effect and ±100 for the full control effect
# Target sequence (Q13526 whole entry, looked up): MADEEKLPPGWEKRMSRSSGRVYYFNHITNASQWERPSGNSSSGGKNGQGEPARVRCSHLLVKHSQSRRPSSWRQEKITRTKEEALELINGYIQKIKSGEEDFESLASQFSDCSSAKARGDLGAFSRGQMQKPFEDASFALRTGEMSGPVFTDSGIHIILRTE
# G9a block: blocks human histone lysine methyltransferase G9a | G9a H3K9 monomethylation, AlphaScreen, 2 h | actives 8.8% (n = 350,000) | Q96KQ7 | Potency, µM (titrated, usually from 102 µM), inactives show top-dose activity, negative = inhibition, actives largely listed as inhibitors; note: potency is the fitted concentration of half-maximal effect; % is set by controls: 0 for no effect and ±100 for the full control effect; nearly all actives have a fitted effect of over 75% in size
# Target sequence (Q96KQ7 913-1193 limits assumed): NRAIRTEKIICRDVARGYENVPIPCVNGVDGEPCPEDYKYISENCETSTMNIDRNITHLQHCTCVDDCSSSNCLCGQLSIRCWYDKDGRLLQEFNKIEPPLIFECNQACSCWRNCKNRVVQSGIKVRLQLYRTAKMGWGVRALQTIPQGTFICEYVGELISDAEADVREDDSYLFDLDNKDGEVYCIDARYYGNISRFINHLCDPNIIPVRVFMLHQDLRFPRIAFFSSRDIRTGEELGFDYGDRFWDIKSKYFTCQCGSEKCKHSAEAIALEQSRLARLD
#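 Enzyme 20 nM + cpd, 15 min RT; add b-H3K9 pep 500 nM / SAM 20 uM; 2 h RT; anti-H3K9me1 Ab 0.5 ug/mL + SA donor / anti-rabbit acceptor beads 20 ug/mL each, 10 min; AlphaScreen read.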
# ERG Ets-DNA blk: inhibitors of human ERG Ets domain-DNA interaction; actives 0.028% (n = 370,000); fluorescence polarization, His-ERG Ets domain / labelled DNA; Potency, µM (series often up to 76.9 µM), inactives show top-dose FP activity, negative = inhibition, actives largely listed as inhibitors; P11308; AID 624246; active = well fitted inhibition curve with a large enough effect in the polarisation, with a control signal flat; inconclusive = small, poorly fitted or top-dose-only effect, or effect the other way, or a change in a side signal; inactive = no such curve, though single readings can be large or run the other way; the % refers to the polarisation;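 note: polarization taken with two DNA probes labelled with fluorescein and Texas red; potency is the fitted concentration of half-maximal effect; % of control where 0% means no effect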
#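 His-tagged ERG Ets domain (1 uM in the protein solution; 300mM KCl, 50mM Tris-HCl, 1mM EDTA, 1mM DTT, pH 7.5) received compound, then a probe mix of 5 nM fluorescein-DNA and 100nM Texas-615-DNA. Fluorescence polarization was read for both dyes.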
# HP1b chromo inh: HP1-beta chromodomain-methylated histone interaction inhibition; P83916; AlphaScreen HP1-beta / biotin-H3K9me3 peptide binding; Potency, µM (doses to about 114 µM), for inactives: at the highest dose activity change, negative = inhibition, most hits filed as inhibitors; actives 0.56% (n = 390,000); note: potency is the fitted concentration of half-maximal effect; nearly all actives have a fitted effect of over 70% in size; inactives centre near 23
#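 Compound inhibition of the preformed complex between 50 nM HP1-beta and 50 nM biotinylated H3K9me3 peptide was read by AlphaScreen. Buffer was PBS pH 7.4 with 0.01% Tween-20. Incubations ran 30 min at room temperature, with 10 ug/mL donor/acceptor beads.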
# JMJD2A Tudor: inhibitors of human JMJD2A Tudor domain; AlphaScreen JMJD2A-Tudor / H3K4me3 peptide binding; Potency, µM (titrated, usually from 114 µM), without a hit: top-dose activity change, negative = inhibition, most hits filed as inhibitors; actives 4.4% (n = 390,000); AID 504339; note: potency is the fitted concentration of half-maximal effect; % is set by controls: 0 for no effect and ±100 for the full control effect; nearly all actives have a fitted effect of over 50% in size
# BAZ2B inh: blocks human BAZ2B; actives 4.4% (n = 360,000); Potency, µM (series often up to 114 µM), for inactives: at the top dose activity change, negative = inhibition, hits mostly inhibitors; AlphaScreen BAZ2B-H3K14Ac peptide displacement; Q9UIF8; note: potency is the fitted concentration of half-maximal effect; % is set by controls: 0 for no effect and ±100 for the full control effect; nearly all actives have a fitted effect of over 60% in size
#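 AlphaScreen displacement of biotin-H3(5-23)K14Ac peptide (50 nM final) from BAZ2B (50 nM final) in PBS pH 7.4, 0.01% Tween-20; complex preformed 30 min RT, then compounds (top 110 uM) 30 min RT, beads 20 min dark.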
# Active calls of the source: *; i = inactive; u = inconclusive; x = not tested or not shown; & = joins results of further samples; [ ] = another dose, or the depositor's remark. Unless noted, calls come from the whole dose curve; as a rule, active = well fitted curve in the direction sought with a large enough effect; inconclusive = small, poorly fitted or top-dose-only effect, or another doubt; inactive = no such curve, though single readings can be large; an effect the other way counts as inactive or inconclusive.
SMILES,Tb PGK inh,PI4K2A inh,GLS inh,Pin1 inhibitor,G9a block,ERG Ets-DNA blk,HP1b chromo inh,JMJD2A Tudor,BAZ2B inh
CC(C)(C)C(=O)Nc1ccc(C(=O)Nc2cccnc2)cc1,0%,3,x,1%,u,-8%,29%,17%,5%
O=c1sc(/C=N/Nc2ccccc2)c(Cl)n1Cc1ccccc1,-4%,16,-3%,6%,14µM*,16%,12%,-22%,u
Cc1sc2nc(CN3CCOCC3)nc(N3CCC(C(N)=O)CC3)c2c1C,-5%,1,2%,3%,-11%[59 µM],-9%,53%[activator],-27%[57.1 µM],13%
CCOC(=O)c1c(NC(=O)CSc2nnc(C)o2)sc(C)c1C,-6%,-3,16%,-1%,-6%[59 µM],-8%,28%,-18%,-12%
O=C(O)[C@@H]1CCCN(S(=O)(=O)c2cccc3cccnc23)C1,-10%,-3,5%,0%,9%[0.501 µM],-3%,22%,-9%,-8%
COc1ccc(NC(=O)CN2CCCCCC2)cc1OC,i,1,1%,0%,21%,-5%,-5%,-9%,5%
OCCN1CCN(c2nc(-c3ccccc3O)nc3ccccc23)CC1,3%,2,14%,0%,4%[2.33 µM],-8%,-4%,-33%,-22%
CCSc1nnc(NC(=O)CSc2nc(C)cc(C)n2)s1,i,1,-2%,-7%,-1%[59 µM],-13%,53%,-4%,2%
CC(C)CN1CCC(CN(C)Cc2nc(-c3cnccn3)no2)CC1,-9%,-3,-2%,1%,9%[59 µM],-9%,11%[57 µM],-7%,3%
O=C(CC1OC(=O)c2ccccc21)Nc1ccccc1N1CCOCC1 (stereo not drawn),-1%,2,2%,-9%,-21%,8%,11%,-13%,12%
COc1ccc(NS(=O)(=O)c2cc3c(cc2C)N(C(C)=O)CCO3)c(OC)c1,i,3,16%,2%,10%,7%,36%,-13%,7%
Cc1cc(=O)oc2c3c(cc(OCC(=O)Nc4cccnc4)c12)OC(C)(C)CC3,2%,-2,3%,3%,-41%,15%,32%,-3%,-27%
Cn1c(SCC(=O)N2CCOCC2)nc(O)cc1=O,x,-4,17%,-2%,-5%[12.7 µM],x,16%,-4%,6%
O=C1CC(c2ccccc2)=C(c2ccccc2)C1c1ccccc1 (stereo not drawn),-6%,1,-1%,18%,x,-4%,63%[activator],15%,x
O=C(Nc1ccc(Cl)c(S(=O)(=O)N2CCCC2)c1)c1nn(CCO)c(=O)c2ccccc12,-4%,1,15%,17%,50µM*,-2%,1%,-33%,-29%

# In the list so far, these contain a Cl atom.
SMILES,Tb PGK inh,PI4K2A inh,GLS inh,Pin1 inhibitor,G9a block,ERG Ets-DNA blk,HP1b chromo inh,JMJD2A Tudor,BAZ2B inh
O=c1sc(/C=N/Nc2ccccc2)c(Cl)n1Cc1ccccc1,-4%,16,-3%,6%,14µM*,16%,12%,-22%,u
O=C(Nc1ccc(Cl)c(S(=O)(=O)N2CCCC2)c1)c1nn(CCO)c(=O)c2ccccc12,-4%,1,15%,17%,50µM*,-2%,1%,-33%,-29%

# Later entries
SMILES,Tb PGK inh,PI4K2A inh,GLS inh,Pin1 inhibitor,G9a block,ERG Ets-DNA blk,HP1b chromo inh,JMJD2A Tudor,BAZ2B inh
COc1ccc2c(CNCc3ccc(C)o3)c(C(=O)O)n(Cc3ccccc3)c2c1,-8%,-2,6%,-4%,-9%[59 µM],-3%,-1%,-25%,-32%
CN(C)C(=O)CSc1ccccc1C(=O)OCC(=O)NC1CC1,-5%,5,2%,1%,25%[2.33 µM],7%,39%[activator],-14%,-4%
CCOC1=CC(=O)N(Cc2ccccc2)C1,i,-4,-4%,-1%,x,15%,65%[activator],-2%,x
O=C(O)C1C2CCC(O2)C1C(=O)Nc1ccc(OC(F)F)cc1 (stereo not drawn),-10%,-1,5%,-2%,-12%,7%,19%,-18%,2%
CS(=O)Cc1cc(Sc2ccccc2)nc(-c2ccncc2)n1 (stereo not drawn),0%,-5,-1%,5%,-5%,-10%,-8%,-25%,-25%
COc1cccc(/C=C/C(=O)Nc2ccc3c(c2)OCCO3)c1,-3%,-2,3%,-1%,u,-1%,15%,-14%,u
O=C(c1ccc(F)cc1)N(C(=O)c1ccc(F)cc1)c1ncccn1,-3%,6,-1%,-9%,-4%,9%,44%[activator],-17%,2%
CC1=C(C(N)=O)C(c2ccc(Cl)cc2Cl)n2ncnc2N1 (stereo not drawn),0%,-3,12%,3%,4%[12.7 µM],-1%,44%[activator],-6%,-1%
CN1CCN(Cc2cn[nH]c2-c2ccc(F)cc2F)[C@@H](c2ccccc2)C1,-5%,2,-6%,1%,12%,3%,10%,-13%,2%
CCCOc1ccc(N2C(=O)CC(N3CCN(S(=O)(=O)c4ccccc4)CC3)C2=O)cc1 (stereo not drawn),-3%,0,x,2%,u,-3%,49%[activator],-16%,u
Cn1cccc1C(=O)OCC(=O)N1c2ccccc2NC(=O)C1(C)C,-20%,4,-6%,-1%,-2%,12%,32%,-14%,-16%
Cc1cccc(NC(=O)COc2cccc3c2CCN(Cc2ccccc2)C3=O)c1C,-14%,3,2%,0%,-4%,-4%,8%,1%,-2%
Cc1cccc(C(=O)NCC(c2ccco2)N(C)C)c1 (stereo not drawn),4%,6,2%,0%,8%,-2%,31%,-9%,-4%
Cc1ccc(S(=O)(=O)N2CCCC2CNC(=O)C(=O)NC2CCCC2)cc1 (stereo not drawn),7%,-15,0%,1%,5%[0.501 µM],-3%,28%,3%,-5%
COc1cccc(N2CC(NC(=O)COc3ccccc3F)CC2=O)c1 (stereo not drawn),0%,3,-1%,2%,3%[59 µM],0%,14%,-4%,-1%
CCCCNC(=O)Nc1ncn[nH]1,-7%,-2,0%,2%,-4%[2.33 µM],3%,35%,-3%,-8%
OC(CSc1ccccc1Cl)CN1CCN(c2ccccc2F)CC1 (stereo not drawn),2%,1,12%,7%,3%[59 µM],5%,36%,-8%,10%
O=C1C2CCCN2C(c2ccc(Br)cc2)N1c1ccc(F)cc1 (stereo not drawn),7%,0,1%,5%,5%,4%,52%[activator],-7%,6%
Cc1ccc(-n2c(C)cc(C=C3C(=O)CC(C)(C)CC3=O)c2C)cc1,5%,-2,-11%,-9%,-18%[59 µM],2%,u,-10%,-29%
CC(C)C(=O)Nc1c2c(nc3ccccc13)N(C)CC2,-8%,2,-15%,-2%,-4%[0.0925 µM],-6%,5%,-16%,-28%
COC(=O)CNC(=O)C1Nc2ccc(OC(F)(F)F)cc2C2C=CCC12 (stereo not drawn),-8%,-3,9%,-1%,x,-8%,38%,-17%,x
O=C(OCCN1CCCC1=O)c1cc(F)c(F)c(F)c1F,3%,4,8%,1%,11%[59 µM],6%,13%,0%,-3%
O=C(N/N=C\c1cc2c(cc1Cl)OCO2)c1cccs1,-8%,2,-4%,2%,22%,-3%,37%,4%,0%
COc1ccccc1-c1csc2ncnc(Sc3nnnn3C)c12,2%,6,0%,0%&0%,7%[0.501 µM],x,28%,-10%&-20%,10%
COC(=O)c1ccc(CNC(=O)CSC(C)C(=O)Nc2cc(C)on2)cc1 (stereo not drawn),2%,2,-1%,-6%,-6%[59 µM],-7%,42%[activator],-1%,-3%
Cc1cc(C)n(CCCNC(=O)c2ccc(C)c(S(=O)(=O)N3CCOCC3)c2)n1,-3%,2,-1%,0%,11%[0.501 µM],-6%,24%,u,-4%
O=C(NCCCN1CCOCC1)c1ccc2c(c1)N(Cc1ccccc1)C(=O)c1ccccc1S2=O (stereo not drawn),-9%,-4,-10%,-9%,-35%,-9%,39%[activator],-13%,9%
CCOC(=O)COc1cccc2c(=O)n(CC(=O)NCc3ccc4c(c3)OCO4)ccc12,0%,4,1%,4%,25%[59 µM],-3%,11%,-26%,-4%
Cc1ccc2c(C)c(C(=O)N(Cc3ccncc3)CC3CCCO3)oc2c1C (stereo not drawn),i,3,0%,1%,x,-6%,14%,-28%,-10%
Cc1ccc2c(CNCc3ccc(C)o3)c(C(=O)O)n(Cc3ccccc3C)c2c1,-6%,3,14%,3%,u,0%,u,u,u
COc1ccc(-c2c(-c3cc(OC)cc(OC)c3)n(C)c3ccc(-c4ccc(SC)cc4)cc23)cc1,-4%,3,4%,1%,-6%[0.501 µM],1%,9%,-17%,9%
CC(Cc1ccccc1)N1CCCC1=O (stereo not drawn),-3%,10,-2%,-9%,x,-21%,30%,1%,x
CCN(CC)S(=O)(=O)c1ccc(OC)c(NC(=O)COc2ccccc2[N+](=O)[O-])c1,i,-5,-6%,9%,-4%,-8%,81%[activator],-5%,-16%
COc1cc(/C=C2/NC(=O)NC2=O)cc(Br)c1OCc1ccc(C(=O)O)cc1,u,-11,-10%,x,u,3%,30%,0%[11.4 µM],-33%
Cc1ccc(N2CCn3c2nc2c3c(=O)n(C/C=C/c3ccccc3)c(=O)n2C)cc1C,-5%,-1,-6%,1%,u,-1%,-19%,u,u
CC1(C)CC(=O)C(/C=N/n2cnc3ccccc3c2=O)=C(O)C1,-9%,2,-8%,1%,8%[2.33 µM],4%,34%,40µM*,50µM*
O=C(/C=C/c1ccc(F)cc1)NC(=S)NNC(=O)c1cccnc1,1%,6,28%,-15%,u,6%,17%,-4%,-4%
O=C(Cc1cccs1)N/N=C\c1ccc(O)cc1,-2%,-1,5%,-8%,5%,-9%,19%,-11%,14%
COc1cccc(CNCCSc2nnnn2-c2ccccc2)c1OC,-5%,-1,-3%,2%,1%[59 µM],1%,49%[activator],6%,-20%

# Screening data as filed in PubChem BioAssay.
